# Screening data as filed in PubChem.
# EBV gp42 inh – inhibitors of Epstein-Barr virus glycoprotein 42 | Fluorescence polarization binding assay, mP read-out | inhibition, % (tested at 21.74 µM) | 220,000 compounds, 0.42% hits | Q1HVG2; in the data active = inhibition above about 50%
# Target sequence (Q1HVG2 whole entry, looked up): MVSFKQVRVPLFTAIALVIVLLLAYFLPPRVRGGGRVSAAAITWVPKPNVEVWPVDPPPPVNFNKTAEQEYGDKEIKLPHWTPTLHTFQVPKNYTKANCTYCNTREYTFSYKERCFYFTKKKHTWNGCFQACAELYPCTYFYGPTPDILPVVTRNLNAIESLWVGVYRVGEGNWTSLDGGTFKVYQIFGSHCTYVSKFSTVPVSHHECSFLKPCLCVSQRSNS
# Runt-SMMHC FRET – blocks binding of human RUNX1 Runt domain to CBFb-SMMHC | Q01196+Q13951 | Cerulean-Runt/Venus-CBFb-SMMHC FRET ratio 530/480, 1 h | inhibition, % at 20 µM | 220,000 compounds, 0.74% hits;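 active = mean inhibition across duplicate retests at 20 µM reaching about 50%, limit read from the data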;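 also: 0% = DMSO wells and 100% = wells with excess untagged CBFb-SMMHC; inhibitors lower the FRET ratio by blocking Runt binding to CBFb-SMMHC; some results filed as inactive read as strong as hits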
# Target sequence (Q01196 whole entry, looked up, the tested form may be a part): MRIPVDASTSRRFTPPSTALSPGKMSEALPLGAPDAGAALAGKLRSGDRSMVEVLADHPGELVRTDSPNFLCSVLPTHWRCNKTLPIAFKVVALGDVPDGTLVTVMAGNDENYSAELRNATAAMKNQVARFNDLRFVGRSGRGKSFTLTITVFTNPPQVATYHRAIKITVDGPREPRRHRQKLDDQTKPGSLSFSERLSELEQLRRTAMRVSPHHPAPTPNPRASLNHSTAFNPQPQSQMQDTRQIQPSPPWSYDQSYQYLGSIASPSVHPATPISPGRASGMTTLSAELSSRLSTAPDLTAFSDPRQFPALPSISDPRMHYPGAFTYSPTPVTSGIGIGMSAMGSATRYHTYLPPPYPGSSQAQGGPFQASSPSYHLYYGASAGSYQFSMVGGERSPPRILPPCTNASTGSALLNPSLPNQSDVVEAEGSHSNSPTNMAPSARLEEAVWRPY
# Target sequence (Q13951 whole entry, looked up, the tested form may be a part): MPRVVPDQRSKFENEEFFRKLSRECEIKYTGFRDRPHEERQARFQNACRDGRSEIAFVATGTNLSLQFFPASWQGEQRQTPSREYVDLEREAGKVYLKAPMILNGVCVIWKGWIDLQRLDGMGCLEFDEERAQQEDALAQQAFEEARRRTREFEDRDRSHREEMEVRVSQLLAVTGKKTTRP
# PPC-1+TRAIL kill – compounds killing PPC-1 cancer cells with TRAIL present (potentiator screen, no TRAIL-free arm). PPC-1 cells + TRAIL, ATPLite viability luminescence. cell killing (% activity), % at 4 µM. 220,000 compounds, 0.41% hits. AID 1443;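 active = cell killing above 50% in the first pass at 4 µM, then a duplicate retest at 5 µM averaging 50% or more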;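 also: plate controls were cells with TRAIL plus DMSO for no effect and medium-only wells lacking cells for full effect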
# TRPN1 ag – activates the zebrafish TRPN1 channel | activation, % at 3 µM | 220,000 compounds, 0.18% hits | AID 1424 | HEK293 zebrafish TRPN1-YFP, Fluo-8 calcium fluorescence; 100% = response to 87 µM carbachol;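 active = activation above its plate's cutoff, the mean activation of test wells on that plate plus 3 SD, cut at about 19% in these data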;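 also: 0% = DMSO alone and 100% = 87 µM carbachol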
#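 System: zebrafish TRPN1-YFP in HEK293 cells / Dosing: 3 µM single point / Timing: dye loading 1 h at 37 °C, then 30 min room temperature / Signal: Fluo-8 calcium fluorescence, excitation 470-495 nm, emission 515-575 nm / Read-out basis: percent activation from peak over basal fluorescence ratio, control-normalized / Control set: high carbachol 87 µM, low DMSO alone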
# Mdm2 ligase inh – blocks human Mdm2 ubiquitin ligase activity; Q00987; cell-based MDM2 ubiquitination luciferase reporter, 2 h; 0 = plate control, 100 = twice control, blank-subtracted; signal enhancement, % at 5 µM; 210,000 compounds, 0.11% hits;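 active = signal enhancement of 30% or more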;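 also: luminescence tracks abundance of the self-degrading MDM2-luciferase fusion protein; higher signal means inhibition of MDM2 E3 ligase activity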
#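 Test system: stable mammalian line carrying autodegrading MDM2–luciferase fusion reporter; quantity: 2000 cells in each well; times: 4 h cell settling then 2 h compound exposure, 37 °C; detection: luminescence with SteadyLite reagent, 15 min at room temperature; evaluation: percent signal gain over controls, blank-subtracted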
# TNF necrop inh – inhibitors of TNF-alpha induced necroptosis in Jurkat FADD-/- cells. Jurkat FADD-/- TNF necroptosis rescue, ATP luminescence, 24 h; 0 = TNF only, 100 = no-TNF cells. activation (protection from cell death), % at 10 µM. AID 463075. 220,000 compounds, 0.068% hits;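 active = activation, meaning protection from cell death, of at least 50% relative to plate controls; inactive = activation below 50%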;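 also: necroptosis triggered by 40 ng/mL TNF-alpha added together with compound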
# CHOP inhibitor – inhibitors of CHOP induction in ER stress response. 220,000 compounds, 3.8% hits. inhibition, % at 10 µM. CHO-K1 CHOP-promoter luciferase, tunicamycin-induced, 15-18 h;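 active = compounds that reduced the stress-induced luciferase reporter signal by more than about 70% of percent inhibition, limit read from the data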;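 also: 0% = tunicamycin plus vehicle and 100% = wells without tunicamycin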
# p47phox inh – inhibitors of human p47phox binding; AID 1274; p47phox/p22phox peptide binding, fluorescence polarization, 2 h; inhibition, % at 24.7 µM; 220,000 compounds, 0.53% hits; P14598;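 active = inhibition above about 30%, limit read from the data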;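 also: 0% = p47phox with labelled peptide and 100% = labelled peptide alone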
# TRPML3 ag – activates the human TRPML3 channel; AID 1448; Q8TDD5; 220,000 compounds, 0.29% hits; activation, % at 3 µM; HEK293 TRPML3-YFP, Fluo-8 calcium fluorescence; 100% = the carbachol control signal;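 active = activation above its plate's cutoff, the mean activation of the plate's test wells plus 3 SD, cut at about 12% in these data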;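 also: 0% = DMSO only wells and 100% = carbachol wells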
#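 Material: TRPML3-YFP stable HEK293 cells | Dosing: One concentration, 3 µM nominal, 0.3% DMSO | Timing: 125 s total fluorescence read per well | Technique: Fluo-8 calcium dye fluorescence, ex 470-495, em 515-575 nm | Measure: Percent activation from peak-to-basal fluorescence ratio, scaled between DMSO and carbachol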
# * = called active by the depositor; x = not tested or not shown.
# Second line of a record: Runt-SMMHC FRET	TRPN1 ag	PPC-1+TRAIL kill	Mdm2 ligase inh	TRPML3 ag	TNF necrop inh	CHOP inhibitor	EBV gp42 inh	p47phox inh
1. Cc1cc(N/C(=N\S(=O)(=O)c2ccc(Cl)cc2)c2ccc(F)cc2)no1
    1.9	1.2	-3.7	-15.7	0.2	1.8	12.8	-4.3	-3.6
2. COCCNC(=O)C1c2ccccc2C(=O)N(CCOC)C1c1ccc(F)cc1 (centres undefined)
    1.3	-1.2	-7.1	-10.6	0.7	0.0	6.0	-19.9	-15.1
3. COc1ccccc1OCc1nnc(SCC(=O)N2CCCCC2)n1-c1ccccc1
    2.9	-0.3	-16.8	-13.8	-1.5	-0.6	5.3	-19.9	1.2
4. O=C(O)C1CC=CCC1C(=O)Nc1cc(Cl)ccc1Cl (centres undefined)
    0.0	0.4	5.9	-0.6	-0.4	-1.6	-7.5	-15.3	-11.6
5. CCOC(=O)C(/C(C)=N/NC(=O)C1CC1c1ccccc1)C(C)C (centres undefined)
    -3.3	-0.3	-10.4	0.5	0.3	1.5	32.4	-9.2	-8.7
6. CCCCOc1ccc(-c2ncc(C(=O)OCC)c(N)n2)cc1
    -4.2	0.2	16.4	2.7	0.9	-1.4	87.4*	0.0	-6.3
7. CCOC(=O)CNC(=O)CSc1nnc(NC(=O)c2ccccc2Cl)s1
    0.6	-0.1	39.6	-4.7	0.8	0.3	-0.3	-7.2	-15.7
8. CC(Oc1ccc2c(-c3ccccc3)cc(=O)oc2c1)C(=O)O (centres undefined)
    -2.5	2.0	-15.6	-0.6	3.1	-2.9	7.8	9.2	-0.9
9. CCCCC(=O)Nc1cccc(-c2cn3ccccc3n2)c1
    -4.8	1.0	25.5	-8.0	-0.5	-5.5	7.2	-9.1	-6.8
10. CCC(=O)Nc1ccc(C(=O)Nc2ccc3c(c2)C(=O)N(CC2CCCO2)C3=O)cc1 (centres undefined)
    2.6	1.3	8.2	4.5	0.8	0.3	2.8	-14.8	-11.1
11. Cc1ccc(C#N)c(SCc2ccccc2F)n1
    -6.8	-3.8	-7.0	-11.4	-1.1	-1.7	-7.1	-6.0	0.5
12. COc1ccc(C(=O)NCc2nnc(SCC(=O)Nc3ccc4c(c3)OCO4)o2)cc1
    2.7	-1.6	27.5	-1.4	-0.4	0.0	13.8	-5.0	-10.1
13. CCc1ccc(S(=O)(=O)Nc2ccc(O)c3c(=O)cc(-c4ccccc4Cl)oc23)cc1
    2.6	x	12.8	2.9	x	-0.5	65.7	-21.7	-19.4
14. Cc1cc2c(C)ccc(C)c2nc1SCC(=O)c1cccs1
    1.7	3.4	17.4	1.1	2.5	0.3	10.9	-34.2	-7.5
15. CN(Cc1ccccc1)S(=O)(=O)c1ccc(Cl)c(C(=O)NCCc2ccccn2)c1
    -6.7	1.6	23.5	8.0	1.9	0.0	24.1	-1.4	-4.5
16. N#CCCN1CCCc2cc(N=Nc3ccc(C(F)(F)F)cc3)ccc21
    -11.2	-2.2	0.6	-18.8	-0.1	6.5	-18.4	-5.0	-2.3
17. C/C=C(\C)C(=O)NCCN1C2=NC[C@@H](C)N2C[C@@H]1Cc1ccc(OC)cc1
    2.0	-0.5	6.4	x	0.3	0.9	14.7	-14.0	-14.0
18. OCCN(Cc1nc(-c2ccc3c(c2)OCO3)no1)Cc1cccs1
    -1.8	0.3	17.8	3.5	1.0	1.3	-5.1	-6.6	-7.8
19. Cc1cc2[nH]ncc2cc1NC(N)=S
    -5.0	0.4	23.1	11.9	0.8	-0.8	13.4	-6.2	5.7
20. O=C(NCCO)/C(=C\c1ccc([N+](=O)[O-])o1)NC(=O)c1ccccc1
    -11.5	-0.4	-4.6	-10.0	0.6	-1.0	-10.6	-4.7	-3.1
21. N#CCCNCC1(c2ccccc2)CCCC1
    -6.3	-0.8	3.1	-8.0	0.2	-0.3	10.5	-14.3	-14.2
22. Cc1ccc(OCc2nc(-c3ccccc3)no2)cc1
    -2.7	0.1	0.2	-6.9	0.2	1.8	18.8	-2.4	-2.3
23. COc1ccc(Cl)cc1C(=O)Nn1cnc2ccccc2c1=O
    0.0	1.7	12.1	-7.9	0.8	-0.3	10.9	-7.8	-9.0
24. CSc1nc2nc(-c3ccccc3)cc(C(F)(F)F)n2n1
    -6.2	-0.7	-0.6	-15.2	-0.3	-1.3	-2.6	4.0	-2.1
25. COC(=O)c1cc(COc2ccc3oc(C)c(C(=O)OC)c3c2)c(C)o1
    -4.3	-2.4	6.9	-16.1	-1.2	-0.9	64.8	5.8	-5.1
26. COc1ccccc1-c1cc(C(=O)NCCN2CCOCC2)no1
    3.1	0.8	-3.3	-2.3	0.5	-0.4	9.7	-7.4	-1.9
27. CC1(C)CC(=O)C2=C(C1)N(c1ccc(F)cc1)C(=O)C2(NC(=O)c1ccccc1)C(F)(F)F (centres undefined)
    1.8	-0.7	-10.3	2.0	0.6	0.1	14.4	1.3	-17.8
28. CCn1c2ccccc2c2cc(NC(=O)CSc3nnc(-c4ccccc4)o3)ccc21
    2.1	-0.5	-12.4	-17.0	0.6	1.0	55.5	-16.5	-9.3
29. CC(C)Oc1ccc(CCC(=O)NNC(=O)CCC(=O)O)cc1
    -2.5	1.3	24.3	-8.4	0.5	3.7	14.6	-14.4	14.4
30. Cc1ccc(NC(=S)Nc2cccnc2)c(S(=O)(=O)N2CCCCC2)c1
    1.4	0.7	2.3	-12.8	1.2	-2.2	46.0	-3.0	-9.6
31. CC(C)(C)NC(=O)CSc1nncn1NCc1ccccc1
    4.3	-0.2	5.4	-7.7	0.1	0.3	-6.5	2.4	-12.1
32. CCCn1nc(C(=O)N2CCc3ccccc3C2)c2ccccc2c1=O
    0.1	-0.7	-9.5	-2.7	-1.0	-0.3	-34.0	-3.1	-5.4
33. O=C(C1CCN(C2CCN(Cc3cccc4c3OCO4)CC2)CC1)N1CCOCC1
    0.8	0.2	13.2	-16.8	0.6	1.4	5.2	-15.7	-10.2
34. c1csc(CNc2ccc3c(c2)OCCO3)c1
    -27.1	0.0	-1.4	x	0.3	1.3	51.4	-9.5	-11.4
35. S=C(Nc1ccccc1)N(Cc1ccccc1)Cc1ccncc1
    -1.1	-1.1	20.4	x	-0.1	0.7	-9.9	10.2	-0.9
36. O=C(Nc1ccc(Cl)cc1)[C@@H]1[C@@H]2C(=O)N(c3cccc(F)c3)C(=O)[C@@H]2[C@H]2C=CC=NN21
    -3.4	-0.4	24.0	-8.9	-0.3	-6.0	-2.0	-12.6	-24.3
37. COc1ccc(OC)c(-n2nnnc2SCC(=O)NCc2ccc3c(c2)OCO3)c1
    4.2	-1.0	-11.6	-6.2	-1.0	0.3	16.7	-19.5	-70.6
38. CN(CC(=O)OCC(=O)NC(=O)c1cccn1C)S(=O)(=O)c1ccc(Cl)cc1
    -2.3	-0.5	1.4	-19.5	0.7	2.2	-5.6	-16.1	-7.4
39. COCCN(C(=O)c1ccco1)c1nnc(-c2ccc(OC)c(OC)c2)s1
    1.4	0.2	1.5	6.3	0.6	0.2	36.6	-12.4	6.7
40. CC1(C)Cc2c(cnn2-c2ccccc2)-c2c1c1ccccc1n2CC(O)CCl (centres undefined)
    -2.8	-0.3	12.6	-1.8	-0.8	3.9	94.0*	2.8	-7.7
41. O=C1c2nccnc2C(=O)N1c1ccc(C(F)(F)F)cc1
    3.6	2.2	-10.1	0.7	-0.1	0.3	14.3	-3.1	3.5
42. CCOC(=O)C1=C(OCc2ccc(Cl)cc2)C2C=C(C)C=CC2N=C1 (centres undefined)
    -2.6	-0.6	14.7	1.6	1.9	0.4	9.2	-20.0	0.1
43. CC(O)[C@H]1CNC(=O)C(=O)N1CC1CCCCC1 (some centres undefined)
    -5.9	x	20.2	-9.9	x	0.1	1.1	-19.5	-1.4
44. Cc1ccc(N2C(=O)C3C(C2=O)N2C(c4cccs4)C4C(=O)N(c5ccc(C)cc5)C(=O)C4N2C3c2cccs2)cc1 (centres undefined)
    -4.2	-0.1	23.0	7.4	0.9	-4.8	15.2	-16.0	-101.6
45. CCn1c(N)c(C(=O)Nc2ccccc2C(=O)OC)sc1=S
    1.0	0.9	18.5	-12.4	-0.2	1.3	53.6	-23.6	-12.4
46. Cc1c(NS(=O)(=O)c2ccc(NCC3CCCO3)c([N+](=O)[O-])c2)c(=O)n(-c2ccccc2)n1C (centres undefined)
    4.1	1.0	5.7	3.1	0.8	-0.6	-3.3	4.1	-6.5
47. CCOc1ccc(N2C(=O)CC(N(C)Cc3ccccc3)C2=O)cc1 (centres undefined)
    -0.8	-1.2	19.6	-5.4	-0.4	0.7	6.0	-3.0	-1.3
48. CSC1=C(C#N)C2(CCCC2)C(C#N)=C(N)N1
    0.3	1.8	4.9	x	1.1	-0.8	x	x	x
49. O=C(c1ccc(S(=O)(=O)N2CCCC2)cc1)N1CCC(CN2C(=O)c3cccc4cccc(c34)C2=O)CC1
    -1.1	0.2	9.0	-3.0	-0.2	-12.8	43.5	-10.7	-8.3
50. CCN1C(c2ccccc2)=C(c2ccccc2)S/C1=C/C=C1\SC(=S)N(C)C1=O
    2.4	0.8	17.9	-14.2	1.3	-10.1	12.5	8.9	42.0*
51. Cn1c(CCNC(=O)c2ccccc2F)nnc1SCC(=O)Nc1ccccc1F
    -4.4	-0.4	-5.9	-3.8	0.4	-0.7	19.9	2.8	-6.0
52. Cc1ccc(S(=O)(=O)Nc2cnc3ccccc3c2)cc1
    -2.0	2.6	8.3	2.6	1.2	11.1	9.2	-5.7	-4.0
53. O=C(NC(=S)Nc1ccc(NC(=O)c2cccs2)cc1)c1cc2ccccc2o1
    -1.8	-1.1	19.7	-1.4	0.6	3.3	75.8*	-6.0	-14.0
54. COc1cc(NC(=O)Cn2ccsc2=N)cc(OC)c1
    5.2	-0.1	3.8	-1.4	0.8	3.9	9.2	-16.7	3.5
55. Cc1c(NC(=O)c2cccs2)c(=O)n(-c2ccccc2)n1C
    -2.9	-0.8	13.1	-6.8	0.4	-0.9	4.2	-8.7	-1.6
56. c1ccc(Cn2c(NCc3ccncc3)nc3ccccc32)cc1
    x	-0.2	x	-5.7	-0.1	-0.4	1.5	13.8	-4.2
57. Cc1ccc(OCCN2CCCCCC2)c(C)c1
    -4.0	0.9	17.9	-9.5	1.1	-1.4	11.8	-22.6	0.1
58. CN(C)c1ccc(C(=O)N2CCCC2)cc1
    2.7	1.2	9.9	9.5	1.0	0.1	-1.5	-8.8	-14.7
